From PubChem
Growth percent in the NCI-60 one-dose screen (48 h, 10 µM unless noted): 100 = growth as untreated, 0 = no growth, -100 = all killed.
SN12C – SN12C renal cancer cells; actives 3.8% (n = 81,000)
ACHN – ACHN renal cancer; actives 4.9% (n = 81,000)
UO-31 – UO-31 renal cancer; actives 5.2% (n = 81,000)
786-0 – 786-0 renal cancer cells; actives 5.1% (n = 81,000)
TK-10 – TK-10 renal cancer cells | actives 3.9% (n = 81,000)
RXF 393 – RXF 393 renal cancer cells; actives 6.9% (n = 77,000); AID 1794773
A498 – A498 renal cancer cells. AID 1794774. actives 5.4% (n = 76,000)
PC-3 – PC-3 prostate cancer cells. actives 3.9% (n = 80,000)
CAKI-1 – CAKI-1 renal cancer; actives 4.7% (n = 75,000)
* = called active by the depositor; nt = not tested or not shown; & = joins results of further samples; [ ] = dose if it differs, or a comment. The calls were made as follows: active = growth percent below 10; inactive = the rest. Random draw from the library; about 11% have a hit in one of these screens.

No.	structure	SN12C	ACHN	UO-31	786-0	TK-10
1	Nc1nc(Nc2cccnc2)nn1Cc1cccc(Br)c1	85	103	61	104	106
2	CCN(CC)CCOc1nc(Oc2ccccc2C(=O)O)cc(-c2ccco2)n1	98	nt	83	99	108
3	O=C(Nc1ncc(Cc2ccccc2)s1)C1=NCCCCN1	103	109	91	100	106
4	CN1CCN(c2ccc(NC(=O)c3nc4ccc5[nH]ncc5c4c4c3CCCC4)cc2C(F)(F)F)CC1	33	15	64	34	109
5	CC1(C)C(=O)/C(=C\c2cccnc2)C[C@]2(C)[C@H]3CC[C@@H]4[C@H]5[C@H](C(=O)/C=C/c6cccnc6)CC[C@]5(C(=O)O)CC[C@@]4(C)[C@]3(C)CC[C@@H]12	-29*[100 µM]	-71*[100 µM]	-33*[100 µM]	-40*[100 µM]	-90*[100 µM]
6	O=C(c1coc(=O)c(-c2ccc(F)cc2)c1)c1ccccc1O	112	106	93	102	115
7	N#Cc1ccc(N2Cc3cc(Cl)ccc3OC3=C2C(=O)N(Cc2ccccc2)C3=O)cc1	-39*	-86*	-91*	-82*	-66*
8	CCOC(=O)c1c(C)oc2ncnc(N3CCN(C(=O)Nc4ccccc4)CC3)c12	92	96	87	99	101

No.	RXF 393	A498	PC-3	CAKI-1
1	68	165	70	87
2	138	108	98	102
3	114	116	109	92
4	72	82	65	19
5	-62*[100 µM]	-78*[100 µM]	-38*[100 µM]	-66*[100 µM]
6	108	109	89	983
7	-80*	129	22	nt
8	77	80	86	94

The listing continues:
No.	structure	SN12C	ACHN	UO-31	786-0	TK-10
9	O=C(c1ccccc1)N(CCc1ccc(Cl)cc1)C(=S)N(C(=O)c1ccccc1)c1ccccc1	100	110	82	98	97
10	C[n+]1noc([O-])c1-c1ccccc1	100	107	73	99	112
11	Cc1nc2ccc(Nc3nc(NCCN4CCOCC4)nc(Nc4ccc(F)cc4)n3)cc2n1Cc1ccccc1	62	52	37	4.2*	61
12	CCCCCC(=O)OC1CC(C)=C2C(=O)C=C(C)[C@@H]2[C@H]2OC(=O)[C@H](C)[C@H]12 (some centres not stated)	112	111	84	103	99
13	CC1=C(C(=O)c2ccccc2)C(c2ccc(N(C)C)cc2)n2c(nc3ccccc32)N1 (configuration not stated)	101	102	84	97	114
14	CC1(C)NC(=S)NC1=O	105	109	91	100	112
15	NC(=O)N/N=C1\CCn2cccc21	96	104	92	107	98
16	CC(C)C1CCC(OC(=O)CCl)CC1 (configuration not stated)	103	115	104	107	98

No.	RXF 393	A498	PC-3	CAKI-1
9	nt	92	86	97
10	100	113	102	105
11	12	-14*	72	56
12	117	93	88	88
13	107	103	81	82
14	105	88	96	98
15	108	96	90	102
16	107	85	99	101

By substructure: the compounds so far containing a furan ring, fused or not.
No.	structure	SN12C	ACHN	UO-31	786-0	TK-10
2	CCN(CC)CCOc1nc(Oc2ccccc2C(=O)O)cc(-c2ccco2)n1	98	nt	83	99	108
8	CCOC(=O)c1c(C)oc2ncnc(N3CCN(C(=O)Nc4ccccc4)CC3)c12	92	96	87	99	101

No.	RXF 393	A498	PC-3	CAKI-1
2	138	108	98	102
8	77	80	86	94

Further structures follow:
No.	structure	SN12C	ACHN	UO-31	786-0	TK-10
17	O=S(=O)(NC1c2ccccc2Oc2ccccc21)c1ccc(Cl)c(Cl)c1	99	84	85	90	88
18	C=C(C)C(=O)Nc1ccc(NC(C)C)cc1	121	125	100	97	138
19	COCCc1ccncc1	103	103	93	nt	108
20	CCN(CC)C(C(=O)NC1CCCCC1)c1ccccc1C(=O)OC (configuration not stated)	101	95	99	101	110
21	Cc1[nH]c(C(=O)Nc2cc(C(N)=O)ccc2OC2CCNC2)c(Cl)c1Cl (configuration not stated)	87	96	62	86	139
22	Cc1c(-n2nnc(-c3nc4ccccc4s3)c2N)c(=O)n(-c2ccccc2)n1C	108	100	74	107	109
23	CC1CCc2c(sc3nc(SCC(=O)N/N=C/c4ccc(Br)cc4)n(-c4ccccc4)c(=O)c23)C1 (configuration not stated)	97	91	95	95	108
24	COc1cc(-c2nc3ccc([N+](=O)[O-])cc3[nH]2)ccc1OCC(=O)N=Nc1c(O)[nH]c2ccc(Cl)cc12	87	94	88	103	139

No.	RXF 393	A498	PC-3	CAKI-1
17	92	92	101	82
18	30	101	nt	nt
19	106	94	102	102
20	107	88	90	96
21	108	80	70	81
22	121	112	98	87
23	34	nt	101	79
24	91	nt	96	83

Continued:
No.	structure	SN12C	ACHN	UO-31	786-0	TK-10
25	CCCCCCCCCCCCCCCCNCCO[C@@H]1C[C@H](n2cc(C)c(=O)[nH]c2=O)O[C@@H]1C(=O)NCCCC[C@@H](NC(=O)[C@@H](C)NC(=O)[C@@H](CCCCN)NC(=O)[C@@H](C)NC(=O)[C@@H](CC(C)C)NC(=O)[C@@H](CCCCN)NC(=O)[C@@H](C)NC(=O)[C@@H](CC(C)C)NC(=O)[C@@H](CCCCN)NC(=O)[C@@H](CCCCN)NC(=O)[C@@H](C)NC(=O)[C@@H](CC(C)C)NC(=O)[C@@H](CCCCN)NC(=O)[C@@H](C)NC(=O)[C@@H](CC(C)C)NC(=O)[C@@H](CCCCN)NC(=O)CCCCCN)C(N)=O	103[2.13 µM]	106[2.13 µM]	81[2.13 µM]	107[2.13 µM]	96[2.13 µM]
26	Cc1c(C(=O)Nc2ccc(S(=O)(=O)N3CCOCC3)cc2)oc2ccccc12	87	84	57	98	159
27	Cc1nc2c(c3nnc(-c4ccccc4)n13)CC(C)c1ccccc1N2C (configuration not stated)	87	89	71	96	109
28	C=CCn1c(SCC(=O)Nc2ccc(C(=O)/C=C/c3ccc(Cl)cc3)cc2)nnc1-c1ccc(Cl)c(Cl)c1	82	88	54	83	86
29	O=c1c2c3c(sc2[nH]c(=S)n1-c1ccc([N+](=O)[O-])cc1)CCCCC3	94	95	79	105	106
30	CC(C)c1cccc(Br)c1	96	94	76	96	109
31	OCC1(O)OCC(O)C(O)C1O (configuration not stated)	98	97	70	106	98
32	CCn1c(=S)[nH]c2c1c(=O)n(C)c(=O)n2C	102	111	90	102	97

No.	RXF 393	A498	PC-3	CAKI-1
25	113[2.13 µM]	109[2.13 µM]	92[2.13 µM]	96[2.13 µM]
26	97	87	77	68
27	104	86	70	88
28	75	84	52	63
29	132	91	101	98
30	90	113	87	113
31	101	92	89	110
32	113	104	100	97

14 consecutive compounds out of the list so far, quoted:
No.	structure	SN12C	ACHN	UO-31	786-0	TK-10
16	CC(C)C1CCC(OC(=O)CCl)CC1 (configuration not stated)	103	115	104	107	98
17	O=S(=O)(NC1c2ccccc2Oc2ccccc21)c1ccc(Cl)c(Cl)c1	99	84	85	90	88
18	C=C(C)C(=O)Nc1ccc(NC(C)C)cc1	121	125	100	97	138
19	COCCc1ccncc1	103	103	93	nt	108
20	CCN(CC)C(C(=O)NC1CCCCC1)c1ccccc1C(=O)OC (configuration not stated)	101	95	99	101	110
21	Cc1[nH]c(C(=O)Nc2cc(C(N)=O)ccc2OC2CCNC2)c(Cl)c1Cl (configuration not stated)	87	96	62	86	139
22	Cc1c(-n2nnc(-c3nc4ccccc4s3)c2N)c(=O)n(-c2ccccc2)n1C	108	100	74	107	109
23	CC1CCc2c(sc3nc(SCC(=O)N/N=C/c4ccc(Br)cc4)n(-c4ccccc4)c(=O)c23)C1 (configuration not stated)	97	91	95	95	108
24	COc1cc(-c2nc3ccc([N+](=O)[O-])cc3[nH]2)ccc1OCC(=O)N=Nc1c(O)[nH]c2ccc(Cl)cc12	87	94	88	103	139
25	CCCCCCCCCCCCCCCCNCCO[C@@H]1C[C@H](n2cc(C)c(=O)[nH]c2=O)O[C@@H]1C(=O)NCCCC[C@@H](NC(=O)[C@@H](C)NC(=O)[C@@H](CCCCN)NC(=O)[C@@H](C)NC(=O)[C@@H](CC(C)C)NC(=O)[C@@H](CCCCN)NC(=O)[C@@H](C)NC(=O)[C@@H](CC(C)C)NC(=O)[C@@H](CCCCN)NC(=O)[C@@H](CCCCN)NC(=O)[C@@H](C)NC(=O)[C@@H](CC(C)C)NC(=O)[C@@H](CCCCN)NC(=O)[C@@H](C)NC(=O)[C@@H](CC(C)C)NC(=O)[C@@H](CCCCN)NC(=O)CCCCCN)C(N)=O	103[2.13 µM]	106[2.13 µM]	81[2.13 µM]	107[2.13 µM]	96[2.13 µM]

No.	RXF 393	A498	PC-3	CAKI-1
16	107	85	99	101
17	92	92	101	82
18	30	101	nt	nt
19	106	94	102	102
20	107	88	90	96
21	108	80	70	81
22	121	112	98	87
23	34	nt	101	79
24	91	nt	96	83
25	113[2.13 µM]	109[2.13 µM]	92[2.13 µM]	96[2.13 µM]

No.	structure	SN12C	ACHN	UO-31	786-0	TK-10
26	Cc1c(C(=O)Nc2ccc(S(=O)(=O)N3CCOCC3)cc2)oc2ccccc12	87	84	57	98	159
27	Cc1nc2c(c3nnc(-c4ccccc4)n13)CC(C)c1ccccc1N2C (configuration not stated)	87	89	71	96	109
28	C=CCn1c(SCC(=O)Nc2ccc(C(=O)/C=C/c3ccc(Cl)cc3)cc2)nnc1-c1ccc(Cl)c(Cl)c1	82	88	54	83	86
29	O=c1c2c3c(sc2[nH]c(=S)n1-c1ccc([N+](=O)[O-])cc1)CCCCC3	94	95	79	105	106

No.	RXF 393	A498	PC-3	CAKI-1
26	97	87	77	68
27	104	86	70	88
28	75	84	52	63
29	132	91	101	98

(next part)
No.	structure	SN12C	ACHN	UO-31	786-0	TK-10
33	CCN(CC)CCSCCN(CC)CC	101	99	97	102	103
34	Nc1ccc(S(=O)(=O)NC2C(O)OC(CO)C(O)C2O)cc1 (configuration not stated)	106	94	94	101	97
35	COc1cc(N2C(=O)CC(c3ccc4c(c3)OCO4)C3C2=NC(=O)N3C)cc(OC)c1OC (configuration not stated)	104	105	91	103	106
36	C=CCNC(=S)NN	82	94	62	98	96
37	C=C1C(=O)O[C@H]2[C@H]1CC/C(COC(=O)NCCc1c[nH]c3ccccc13)=C\CC[C@@]1(C)O[C@@H]21	-0.2*	-94*	-100*	-50*	-21*
38	CCCC(CC)N(c1ccc(Cl)cc1)c1nc(-c2ccc(Br)cc2)cs1 (configuration not stated)	91	86	68	89	109
39	CCOC(=O)/C=C1/S/C(=N/NC(=O)COc2cc(=O)n(C)c3ccccc23)N(c2ccccc2)C1=O	93	91	63	111	112
40	CN1c2ccccc2Sc2cc(C=C(C#N)C#N)ccc21	93	101	96	105	111

No.	RXF 393	A498	PC-3	CAKI-1
33	104	89	97	98
34	120	129	95	101
35	nt	105	104	93
36	105	81	58	92
37	-89*	81	35	nt
38	125	72	86	55
39	113	117	92	93
40	92	-19*	105	92

Following part
No.	structure	SN12C	ACHN	UO-31	786-0	TK-10
41	Clc1ccc(N2CCN(CCCN3CCN(c4cccc(Cl)c4)CC3)CC2)cc1	64	72	37	62	41
42	O=C(O)C(CO)(c1ccccc1)c1ccccc1	98	101	99	104	101
43	O=C(O)/C=C\C(=O)Nc1ccc2c(c1)C(Br)c1ccccc1-2 (configuration not stated)	97	92	75	100	127
44	NC(=O)c1c(NC(=O)c2cc(Cl)c[nH]c2=O)sc2c1CCC(=O)C2	88	97	77	101	95
45	CC1(c2ccccc2)NC(=O)NC1=O (configuration not stated)	97	107	82	nt	99
46	CCCC/C=C(\C)C(C)(C#N)C(=O)OCC (configuration not stated)	105	121	83	100	104
47	NCc1nc2ccccc2[nH]1	95	98	70	107	132
48	O=C1NC(=O)C(CC(=O)n2c(-c3ccccc3)nc3ccccc32)C(=O)N1	100	101	80	100	116

No.	RXF 393	A498	PC-3	CAKI-1
41	41	60	45	43
42	109	67	94	101
43	111	120	94	80
44	93	106	35	88
45	110	123	99	104
46	108	nt	98	108
47	117	75	87	96
48	101	64	100	90

Other results
No.	structure	SN12C	ACHN	UO-31	786-0	TK-10
49	CCC(CC)C(=O)OC(C)COc1ccccc1 (configuration not stated)	99	103	103	98	85
50	O=C(CC1(O)C(=O)Nc2c(Cl)ccc(Cl)c21)c1ccco1 (configuration not stated)	100	90	80	112	140
51	CCCCCCCC/C=C\CCCCCCCC(=O)Oc1cccc2cccnc12	89	103	88	105	120
52	COc1ccc(/C(=C\c2ccc3c(c2)OCO3)C(=O)Nc2nc3ccc(Cl)cc3s2)cc1	100	105	92	100	90
53	CC(=O)c1c(C)nc2ccccc2c1/C=C/c1ccc(C)cc1	81	84	61	77	84
54	CC(=O)OCCOc1cc(Cl)c(Cl)cc1Cl	102	103	89	100	106
55	CC1(C(=O)c2ccccc2)OC1c1ccccc1 (configuration not stated)	96	107	96	90	101
56	O=C1CCCCCN1	103	103	78	98	114

No.	RXF 393	A498	PC-3	CAKI-1
49	107	104	96	99
50	108	113	76	93
51	48	121	114	-0.1*
52	126	73	101	117
53	98	87	73	82
54	102	83	98	97
55	99	108	92	96
56	nt	117	93	83

Other entries follow.
No.	structure	SN12C	ACHN	UO-31	786-0	TK-10
57	CC(=O)N(CCN(C)C)Cc1ccccc1	102	99	93	102	117
58	Nc1nc(-c2ccccc2Br)cc(-c2cc3ccccc3oc2=O)n1	105	106	72	102	57
59	Cc1c(-c2nnc(SCC(C)C)o2)sc2nc3ccccc3n12	104	104	83	84	106
60	Cc1cc(N2CCN(CC(=O)Nc3ccc4c(ccn4Cc4ccccc4)c3)CC2)nc(N2CCOCC2)n1	87	100	49	85	88
61	COC(=O)/C(CCC=C(C)C)=C1\[C@@H](OC(C)=O)C[C@@]2(C)[C@H]1C[C@@H](O)[C@H]1[C@@]3(C)CC[C@H](N4CCCC4)[C@@H](C)[C@@H]3CC[C@@]12C	99	103	94	96	112
62	C/C(=N\NC(=O)c1ccccc1N)c1ccccc1O	41	32	29	61	28
63	CC/C=C/CC	102	103	96	102	109
64	COc1ccc2c(c1)N=C(OCCCCl)Cn1c(=O)cc(C)n1-2	104	107	95	98	90
65	c1coc(C2=NC(c3ccco3)C(c3ccco3)N2)c1 (configuration not stated)	110&102	98	74&100	103&108	103&113

No.	RXF 393	A498	PC-3	CAKI-1
57	103	93	92	91
58	120	133	nt	103
59	95	107	107	108
60	64	23	57	88
61	107	103	91	95
62	75	89	50	3.9*
63	121	nt	96	nt
64	112	97	104	95
65	117&112	106&86	88&99	94&100
